Screening data (PubChem)
M5 antag: CHRM5 antagonism in calcium assay. P08912. CHO-hM5 cells, Fluo-8 calcium fluorescence, ACh EC80. inhibition, % at 3 µM. 360,000 compounds, 0.59% hits;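 active = inhibition above a per-plate cutoff, the mean of that plate's test compounds plus 3 SD, cut at about 27% in these data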;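 note: 0% = acetylcholine EC80 with DMSO and 100% = DMSO without agonist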
Target sequence (P08912 whole entry, looked up): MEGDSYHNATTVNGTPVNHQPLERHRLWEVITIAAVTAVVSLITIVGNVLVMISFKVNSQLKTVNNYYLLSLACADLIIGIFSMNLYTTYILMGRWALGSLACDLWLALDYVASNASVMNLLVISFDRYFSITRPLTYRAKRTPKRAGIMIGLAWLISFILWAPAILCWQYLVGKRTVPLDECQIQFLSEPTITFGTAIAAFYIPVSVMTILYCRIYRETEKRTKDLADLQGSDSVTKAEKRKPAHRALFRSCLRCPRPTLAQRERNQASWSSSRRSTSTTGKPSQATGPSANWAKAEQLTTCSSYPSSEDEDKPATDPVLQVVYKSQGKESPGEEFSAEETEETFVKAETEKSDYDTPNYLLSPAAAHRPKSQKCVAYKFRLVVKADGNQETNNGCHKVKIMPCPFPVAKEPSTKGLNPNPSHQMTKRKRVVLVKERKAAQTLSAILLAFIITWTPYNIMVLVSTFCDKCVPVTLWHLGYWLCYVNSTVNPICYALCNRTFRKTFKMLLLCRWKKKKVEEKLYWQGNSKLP
CHRM4 PAM: potentiates acetylcholine response at human M4 receptor | activation, % at 3 µM | AID 624126 | CHO-K1 hM4/Gqi5, Fluo-8 calcium fluorescence, ACh EC20; 0% = ACh EC20, 100% = maximal ACh | P08173 | 360,000 compounds, 0.4% hits;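 active = activation above its plate's cutoff, the mean activation of sample wells plus 3 SD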; note: some results filed as inactive read as strong as hits
Target sequence (P08173 whole entry, looked up): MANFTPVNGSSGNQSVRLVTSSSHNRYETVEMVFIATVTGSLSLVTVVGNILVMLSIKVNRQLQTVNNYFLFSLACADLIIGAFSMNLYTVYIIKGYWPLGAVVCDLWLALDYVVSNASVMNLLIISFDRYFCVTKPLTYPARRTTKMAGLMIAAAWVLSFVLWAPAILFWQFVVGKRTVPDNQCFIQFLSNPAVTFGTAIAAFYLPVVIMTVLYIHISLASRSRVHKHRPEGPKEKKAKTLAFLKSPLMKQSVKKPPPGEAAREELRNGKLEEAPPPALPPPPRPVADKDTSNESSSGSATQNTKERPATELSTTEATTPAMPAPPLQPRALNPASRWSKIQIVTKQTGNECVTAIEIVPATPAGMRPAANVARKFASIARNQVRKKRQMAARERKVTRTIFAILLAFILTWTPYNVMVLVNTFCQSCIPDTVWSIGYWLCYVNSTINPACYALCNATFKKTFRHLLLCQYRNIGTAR
CHRM5 agonist: CHRM5 agonism in calcium assay | P08912 | CHO-K1 hM5 cells, Fluo-8 calcium fluorescence; 0% DMSO wells, 100% maximal acetylcholine response | activation, % at 3 µM | 360,000 compounds, 0.19% hits | AID 624037;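 active = activation above the run's mean over test compounds plus 3 SD, cut at about 23% in these data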;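 note: signal is peak over basal fluorescence ratio across the kinetic read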
M4 ag: agonists of human muscarinic M4 receptor (CHRM4) | P08173 | CHO-K1 hM4/Gqi5, Fluo-8 calcium fluorescence; vehicle 0%, full acetylcholine response 100% | activation, % at 3 µM | 360,000 compounds, 0.14% hits;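 active = activation above the run mean over all test wells plus 3 SD, cut at about 32% in these data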;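 note: peak over basal fluorescence ratio per well then scaled between controls; 0% = DMSO wells and 100% = acetylcholine at EC100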
CRFR2-BP antag: blocks CRF-induced signaling of the CRF-BP/CRF-R2 complex | HEK293 CRF-R2/CRF-BP, CRF-induced calcium fluorescence | inhibition, % at 11.8 µM | 350,000 compounds, 0.59% hits;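 active = inhibition of the ligand-induced calcium signal above about 50% at the single tested concentration, limit read from the data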
CRFBP-R2 agonist: agonists of human CRF-binding protein/CRF-R2 receptor complex | HEK293 CRF-R2/CRF-BP, calcium dye fluorescence (FLIPR); percent of saturating CRF peptide response | activation, % at 13.2 µM | 350,000 compounds, 0.46% hits | AID 588473;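 active = activation of at least 50%, plus an integration ratio under a set limit after plate pattern correction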;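 note: plate controls were neutral control wells without compound for no effect and CRF at EC100 for full effect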
CHRM4 antagonist: antagonists of human muscarinic M4 receptor (CHRM4); P08173; CHO-hM4 cells, ACh EC80, Fluo-8 calcium fluorescence; inhibition, % at 3 µM; 360,000 compounds, 0.73% hits;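 active = inhibition above its plate's cutoff, the mean inhibition of sample wells plus 3 SD, cut at about 27% in these data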;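 note: 0% = acetylcholine EC80 with DMSO and 100% = DMSO without agonist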
CHRM5 PAM: potentiates acetylcholine response at human M5 receptor | P08912 | CHO-K1 hM5, Fluo-8 calcium, ACh EC20 PAM; 0% = ACh EC20, 100% = ACh EC100 | activation, % at 3 µM | 360,000 compounds, 0.3% hits;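 active = activation above the run cutoff, the mean activation of all test compounds plus 3 SD, cut at about 18% in these data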
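Assay system: CHO-K1 hM5 cells. Also added: acetylcholine at EC20 concentration, added after compound. Dosing: 3 µM, single dose. Times: compound preincubation 140 s before EC20 acetylcholine addition. Signal: Fluo-8 calcium fluorescence. Measure: % activation relative to EC20 and EC100 ACh responses. Repeats: singlicate, one well per test compound.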
M1 PAM: positive allosteric modulators of human M1 muscarinic receptor. activation, % at 3 µM. AID 588819. CHO-K1 hM1, Fluo-8 calcium fluorescence, ACh EC20; 0% = ACh EC20, 100% = maximal ACh. 360,000 compounds, 0.088% hits. P11229; in the data active = activation above about 19%, passing the limit was not always enough
Active calls of the source: *.

SMILES	M5 antag	CHRM4 PAM	CHRM5 agonist	M4 ag	CRFR2-BP antag	CRFBP-R2 agonist	CHRM4 antagonist	CHRM5 PAM	M1 PAM
Cc1ccc2nsnc2c1S(=O)(=O)Nc1cccc2nsnc12	4	-6	-3	0	-6	-1.1	12	-3	0
O=C(CN1CCCCCC1)Nc1ccc(Cl)cn1	4	1	-6	0	-2	-2.1	-6	3	0
C[C@@H]1CN([C@@H](C)CO)C(=O)CCCn2nncc2CO[C@@H]1CN(C)C(=O)c1ccncc1	7	-5	0	0	-3	0.3	16	-3	-7
Cc1cc[n+](-c2[nH]c(=O)sc2/C=N/N=C(\[O-])c2ccccc2)cc1	9	-8	4	0	13	1.1	19	2	3
OCCNCCCCCOc1ccc(F)cc1	-10	11	0	2	3	1.2	-7	8	4
CCn1cc(C(=O)N[C@@H](CC(C)C)C(=O)NCCCn2ccnc2)c(=O)c2cc3c(cc21)OCO3	5	0	-1	0	-9	-1.1	-1	5	4
CCN(CC)C(=O)c1sc2[nH]c(=S)n(-c3ccccc3)c(=O)c2c1C	10	8	1	1	-4	-0.8	-6	8	14
COc1ccc(N(CC(=O)Nc2ccc(F)c(Cl)c2)S(=O)(=O)c2c(C)noc2C)cc1	0	18	8	2	10	2.4	1	2	4
O=C(Nc1nnc(C2CC2)s1)C1CCCO1 (configuration not stated)	3	4	1	0	23	-1.3	-2	10	8
COC(=O)c1c(NC(=O)c2c(OC)cccc2OC)sc2c1C(C(=O)OC)CC2 (configuration not stated)	3	-6	-3	2	4	-1.1	-1	-4	13
CCN(CC(=O)Nc1ccc(NC(C)=O)cc1)C(=O)c1ccc(S(=O)(=O)N2CCCC2)cc1	4	12	-1	0	5	-1.0	-15	-2	14
Cc1cccc(OCc2nnc(SCC(=O)N3CCN(c4ccccc4)CC3)o2)c1C	8	10	2	2	4	-0.7	3	-8	1
COc1ccc(/C=N/n2c(-c3n[nH]c4c3CCC4)n[nH]c2=S)cc1OC	-5	7	-1	1	12	-0.6	-6	1	-5
CCCCC(CC)C(=O)Nc1ccc(C#N)cc1 (configuration not stated)	13	-2	-1	1	13	-1.2	4	-9	1
CCn1nc(C(=O)Nc2nc(-c3ccccn3)cs2)c2ccccc2c1=O	-1	9	5	8	3	0.4	-23	-9	0
Cn1c(CO)cnc1S(=O)(=O)Cc1ccc(Cl)cc1	2	5	-4	2	-1	-1.0	2	5	12
CC(C)(C)NC(=O)c1cc(NC(=O)c2cccs2)cc(NC(=O)c2cccs2)c1	16	-16	-1	15	3	1.1	3	-3	-2
Cc1cccc(N=Nc2c(N)n[nH]c2N)c1	-5	-1	-6	0	6	-0.8	3	1	0
CCCc1[nH]nc2c1C(/C(C)=C/c1ccccc1)C(C#N)=C(N)O2 (configuration not stated)	2	3	-1	0	-46	-1.0	8	-1	-7
CC(=O)Oc1ccc(C(C)=O)c2c1OCCO2	-2	0	3	2	-25	-0.9	5	-4	16
COc1cc(NC(=O)COC(C)=O)cc(OC)c1OC	-2	5	-3	1	-8	0.2	-19	3	-2
Fc1ccc2cnc(C3=CCCCC3)cc2c1	-3	14	3	0	5	-2.1	-14	7	10
O=C1CC(Nc2ccc(N3CCOCC3)cc2)C(=O)N1Cc1ccccc1 (configuration not stated)	-1	0	1	0	-41	-4.1	2	-1	-2
C=CC(=C)CC(NC)c1ccccc1 (configuration not stated)	8	-2	-4	0	4	1.4	4	-4	-6
COc1ccc(-n2sc3ccc(F)cc3c2=O)cc1	17	5	11	13	-3	25	18	-7	5
The listing continues:
SMILES	M5 antag	CHRM4 PAM	CHRM5 agonist	M4 ag	CRFR2-BP antag	CRFBP-R2 agonist	CHRM4 antagonist	CHRM5 PAM	M1 PAM
CCOc1c(Cl)cc(CNCc2ccccn2)cc1OC	-5	2	1	1	2	-1.5	-8	12	18
CCC(CC)NC(=O)COC(=O)c1cc(SC)ccc1Cl	-2	17	0	0	12	-2.3	0	3	11
Cc1cc(C(=O)N2CCCC(C(=O)c3cccc4ccccc34)C2)nc(C)n1 (configuration not stated)	0	2	-2	2	-3	-1.4	3	2	12
Cc1cn2c(-c3ccncc3)nnc2s1	-12	-1	-4	0	-18	-0.9	-12	2	3
O=C(NCCN1CCOCC1)c1cc([N+](=O)[O-])cc([N+](=O)[O-])c1	2	0	-2	1	6	0.3	-10	9	8
COCCOC(=O)/C(C#N)=C/c1cn(Cc2ccccc2)nc1-c1cccnc1	-1	0	7	2	3	-1.5	0	2	4
COc1cccc(CN(C)C(=O)C2CCN(S(=O)(=O)c3cccs3)CC2)c1OC	-5	1	6	3	-13	-0.8	0	8	5
CCOC(=O)Cc1c(C)c2ccc(N(CC)CC)cc2oc1=O	-1	-2	-4	-1	6	-0.9	-6	5	9
Cc1ccc(OCCCCN(C)Cc2ccccc2)c(Br)c1	4	-7	-7	4	-40	0.7	2	-5	-12
O=C(O)c1cnn2c(C(F)(F)F)cc(-c3ccccc3)nc12	-5	21	0	0	-18	-0.2	-11	11	11
CC1C(c2ccccc2)N(C)C(c2ccccc2)CC1(O)c1ccccc1 (configuration not stated)	-6	-2	-2	-1	-41	2.5	-3	-4	-1
O=C(NNC(=O)c1cccs1)Nc1cccc(Cl)c1	3	-6	-5	1	30	-5.6	8	-4	4
Cc1ccc(-c2nc(NCc3cccnc3)c3ccccc3n2)cc1	-4	-4	-2	3	-18	-1.5	-4	-3	8
Cc1ccc(NC(=O)CN2C(=O)NC(C)(CC(C)C)C2=O)cc1F (configuration not stated)	14	3	1	1	-5	0.7	-1	-5	7
COc1ccccc1NS(=O)(=O)c1cc(-c2cc(C)no2)ccc1OC	10	-2	8	14	9	4.3	-18	-4	1
Cc1ccc(NC(=O)/C=C/c2ccco2)cc1S(=O)(=O)N1CCCCCC1	4	-20	-4	9	-1	5.0	4	-11	2
CCCCNC(=O)C1CCCN(S(=O)(=O)CC)C1 (configuration not stated)	1	-5	-2	0	3	0.1	6	2	4
CCOC(=O)c1sc(NC(=O)CCCn2nc([N+](=O)[O-])c(Cl)c2C)c(C(=O)OCC)c1C	3	17	1	0	-5	6.6	-4	0	2
Cc1ccc(OCC(=O)Nc2ccc(C)c(F)c2)c([N+](=O)[O-])n1	4	-2	3	3	-5	-0.6	-1	1	3
CC(C)OC(=O)CSc1nnc2n1C(C)(C)Cc1ccccc1-2	-5	-1	0	1	5	-0.4	0	-2	-3
O=[N+]([O-])c1ccc(Cc2ccccn2)cc1	5	5	-1	1	10	-0.6	-3	2	6
Cn1c(=O)c2nc(-c3ccc(Cl)cc3Cl)oc2c2ccccc21	-3	1	1	0	-6	-1.1	-5	-1	3
CCOc1cc(C(=O)NCc2ccc3c(c2)OCO3)cc(OCC)c1OCC	-6	-4	-1	5	15	-2.5	-9	-9	7
O=C(CN1CCCCC1)Nc1cccc([N+](=O)[O-])c1	2	1	-5	1	18	1.7	2	-1	9
Oc1ccc(/C=N/Nc2ccnc3cc(Cl)ccc23)c(O)c1	5	4	-5	11	-31	2.8	-4	-11	-3
(continued)
SMILES	M5 antag	CHRM4 PAM	CHRM5 agonist	M4 ag	CRFR2-BP antag	CRFBP-R2 agonist	CHRM4 antagonist	CHRM5 PAM	M1 PAM
CC(NC(=O)c1ccc(CS(C)(=O)=O)cc1)c1cccc2ccccc12 (configuration not stated)	5	15	-3	2	4	-1.4	-19	1	10
O=C(O)c1ccc(Cl)c(S(=O)(=O)Nc2ccccc2Cc2ccccc2)c1	-5	1	-4	1	1	-0.1	3	7	8
Cc1cc(S(=O)(=O)NC2CC(C)(C)NC(C)(C)C2)c(Cl)cc1Cl	7	-6	0	2	-19	7.6	-8	1	1
COc1cc(C(=O)N(CCc2ccccc2)C2=CC3CCC(C2)N3C)cc(OC)c1OC (configuration not stated)	-2	1	-3	0	2	-0.9	-5	2	4
Cc1nnc(N/N=C/c2ccc([N+](=O)[O-])cc2)n1N	22	-1	6	7	2	-2.0	2	5	10
Cc1ccccc1C1c2[nH]c3ccccc3c2CCN1CCCn1cccn1 (configuration not stated)	14	-43	-17	0	4	2.2	61*	-23	-23
CCOC(=O)c1sc2c(c1C)C(c1cccs1)C1=C(CCCC1=O)N2 (configuration not stated)	4	0	9	7	-73	9.4	2	4	12
Cc1c(C(=O)N2CCCCCC2)c(S(=O)(=O)Nc2ccc(F)cc2)c(C)n1C	0	1	-4	-1	-17	0.2	11	2	4
CCC/C(O)=C1\C(=O)CCCC1=NCCc1c(C)[nH]c2ccccc12	-4	-4	3	1	-1	2.0	-4	13	11
COc1ccc(N(C)S(=O)(=O)c2c(C)[nH]c(=O)[nH]c2=O)c(OC)c1	4	2	0	0	-7	-0.2	-3	0	11
COc1ccc(C(=O)NCc2ccc(C)cc2)cc1S(=O)(=O)N1CCOCC1	4	2	-1	4	6	1.9	-26	-9	1
O=S(=O)(Nc1ccc2nc(-c3ccco3)[nH]c2c1)c1ccccc1	4	1	0	6	-51	0.1	-5	-8	7
CC(=O)Nc1ccc(OCC(O)Cn2nc(C)c(C)c2C)cc1 (configuration not stated)	7	-2	-2	1	-3	0.3	-3	-2	12
CC(C)c1ccc(NC(=O)c2ccc(Br)o2)cc1	-5	16	-12	0	7	-1.0	1	3	9
Cc1onc(-c2c(Cl)cccc2Cl)c1C(=O)Nc1nc(C(C)(C)C)cs1	9	-9	-5	-1	-7	0.0	3	-3	-5
CC(C)CNc1ncnc2c1cnn2Cc1ccc(Cl)cc1	11	-10	3	8	-4	0.5	4	-9	-7
CC(=O)C[C@H](O)CC(=O)[C@@H]1OC(=O)CCCCCCc2ccccc21	-1	7	2	-2	-7	-1.1	-7	9	4
CCOc1ccccc1C(=O)N1CCCCC1C (configuration not stated)	-8	2	0	0	-8	-1.1	3	5	7
Cc1ccc(C(=O)NCc2ccc3c(c2)OCO3)c(C)c1	6	-4	-5	1	2	-0.7	-7	-3	10
CCSc1nnc(-c2ccccc2NC(=O)CC)c(=O)[nH]1	-2	5	-4	1	46	-3.1	-1	0	16
COc1cccc(NC(=O)C(=O)NCCCN2CCCC2=O)c1	4	2	0	0	11	0.1	0	3	7
COCC(=O)N1CCCC(C(=O)c2ccc(-c3ccccc3)cc2)C1 (configuration not stated)	16	-5	-2	4	0	-0.5	11	-3	-3
COc1cccc(-n2nc3c(=O)n(Cc4ccccc4Cl)nc(C)c3c2C)c1	0	2	-1	-1	19	-1.7	10	-5	6
CCCn1c(SCC(=O)N2CCN(C(=O)c3ccco3)CC2)nc2ccccc2c1=O	3	16	2	1	22	-2.4	-12	6	12
Cc1cc(C)c(CN2CCN(C(=O)Cn3cnc4c(OCc5ccccc5)ncnc43)CC2)c(C)c1	-2	-1	0	6	-7	-0.5	-7	-6	4
CCOc1ccc(CCNC(=O)CN2C(=O)NC3(CCc4ccccc43)C2=O)cc1OCC (configuration not stated)	5	1	-1	1	5	-1.0	2	-4	6
CCC(=O)Nc1ccc(C(=O)NNC(=O)c2cc([N+](=O)[O-])cc([N+](=O)[O-])c2)cc1	-6	3	0	1	13	-2.4	0	3	5

Arranged by the number under M1 PAM (falling): 3 of the compounds above.
SMILES	M5 antag	CHRM4 PAM	CHRM5 agonist	M4 ag	CRFR2-BP antag	CRFBP-R2 agonist	CHRM4 antagonist	CHRM5 PAM	M1 PAM
COc1ccc(N(C)S(=O)(=O)c2c(C)[nH]c(=O)[nH]c2=O)c(OC)c1	4	2	0	0	-7	-0.2	-3	0	11
Cc1cc(C)c(CN2CCN(C(=O)Cn3cnc4c(OCc5ccccc5)ncnc43)CC2)c(C)c1	-2	-1	0	6	-7	-0.5	-7	-6	4
Cc1ccccc1C1c2[nH]c3ccccc3c2CCN1CCCn1cccn1 (configuration not stated)	14	-43	-17	0	4	2.2	61*	-23	-23
